# ASAP1 GAP inh – inhibitors of human ASAP1 ArfGAP activity, primary screen, biochemical, fluorescence polarization. Arf-GAP with SH3 domain, ANK repeat and PH domain-containing protein 1 (Homo sapiens), …. ASAP1-stimulated ARF1 GTP hydrolysis, GDP FP detection. inhibition, % at 16.5 µM. hit rate 0.19% among 360,000. AID 624377, 2012; in the data active = inhibition above about 25%;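 also: 0% = vehicle with enzyme and substrate and 100% = no enzyme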
# PLCg1 inh – PLC-gamma1 enzyme inhibitors, primary screen, biochemical, fluorescence, purified enzyme. AID 720700, 2013. 1-phosphatidylinositol 4,5-bisphosphate phosphodiesterase gamma-1 (Homo sapiens), P19174. inhibition, % at 12.2 µM. fluorogenic substrate. hit rate 0.84% among 370,000; in the data active = inhibition above about 9.5%
# ARFGAP1 inhibitor – inhibitors of rat ARFGAP1 GAP activity, primary screen, biochemical, fluorescence polarization, GDP tracer; inhibition, % at 16.5 µM; hit rate 0.26% among 360,000; AID 651572, 2012; ADP-ribosylation factor GTPase-activating protein 1 (Rattus norvegicus), Q62848; Arfgap1-stimulated ARF1 GTP hydrolysis, GDP FP detection;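 active = inhibition above a per-plate limit, mean inhibition of low control wells plus 3 SD, cut at about 25% in these data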;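 also: 0% = DMSO wells with enzyme and 100% = wells lacking Arfgap1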
#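 Repeats: one replicate per compound; assay system: rat Arfgap1 catalytic domain, aa 1-136; times: enzyme reaction 120 min at 25 °C after 20 min preincubation; detection: FP of antibody-bound GDP Alexa 633 tracer, ex 620/em 688 nm; benchmarks: high control wells lacking Arfgap1, low control full reaction with DMSO; reagent: human ARF1(Δ1-17)-GTP substrate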
# KLK7 zymogen act – proKLK7 zymogen activators, primary screen, biochemical, fluorescence intensity | hit rate 0.9% among 370,000 | Kallikrein-7 (Homo sapiens), P49862 | purified proKLK7, EDANS-DABCYL substrate fluorescence; 100% is mature enzyme control, 0% vehicle | activation, % at 7 µM;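 active = activation above the mean of all tested compounds plus 3 SD, computed per campaign excluding outliers beyond control limits, cut at about 13% in these data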
# PLC-beta3 inh – human PLC-beta3 inhibitors, primary screen, biochemical, fluorescence. Purified PLC-beta3, fluorogenic substrate. inhibition, % at 12.2 µM. hit rate 0.18% among 370,000. AID 720704, 2013; in the data active = inhibition above about 11%;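 also: 0% = median of compound wells on plate and 100% = full blocker control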
# UHRF1 binding – UHRF1 methylated DNA binding inhibitors, primary screen, counter-screen for MBD2 inhibitor project, biochemical, TR-FRET, human UHRF1, single concentration; E3 ubiquitin-protein ligase UHRF1 (Homo sapiens), Q96T88; AID 687016, 2013; inhibition, % at 4.4 µM; UHRF1 binding to methylated oligo; hit rate 0.75% among 370,000; in the data active = inhibition above about 21%;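 also: UHRF1 SRA domain binding a hemimethylated CpG hairpin DNA probe; 0% = median of test compound wells and 100% = reference inhibitor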
# Target sequence (Q96T88 whole entry, looked up, the tested form may be a part): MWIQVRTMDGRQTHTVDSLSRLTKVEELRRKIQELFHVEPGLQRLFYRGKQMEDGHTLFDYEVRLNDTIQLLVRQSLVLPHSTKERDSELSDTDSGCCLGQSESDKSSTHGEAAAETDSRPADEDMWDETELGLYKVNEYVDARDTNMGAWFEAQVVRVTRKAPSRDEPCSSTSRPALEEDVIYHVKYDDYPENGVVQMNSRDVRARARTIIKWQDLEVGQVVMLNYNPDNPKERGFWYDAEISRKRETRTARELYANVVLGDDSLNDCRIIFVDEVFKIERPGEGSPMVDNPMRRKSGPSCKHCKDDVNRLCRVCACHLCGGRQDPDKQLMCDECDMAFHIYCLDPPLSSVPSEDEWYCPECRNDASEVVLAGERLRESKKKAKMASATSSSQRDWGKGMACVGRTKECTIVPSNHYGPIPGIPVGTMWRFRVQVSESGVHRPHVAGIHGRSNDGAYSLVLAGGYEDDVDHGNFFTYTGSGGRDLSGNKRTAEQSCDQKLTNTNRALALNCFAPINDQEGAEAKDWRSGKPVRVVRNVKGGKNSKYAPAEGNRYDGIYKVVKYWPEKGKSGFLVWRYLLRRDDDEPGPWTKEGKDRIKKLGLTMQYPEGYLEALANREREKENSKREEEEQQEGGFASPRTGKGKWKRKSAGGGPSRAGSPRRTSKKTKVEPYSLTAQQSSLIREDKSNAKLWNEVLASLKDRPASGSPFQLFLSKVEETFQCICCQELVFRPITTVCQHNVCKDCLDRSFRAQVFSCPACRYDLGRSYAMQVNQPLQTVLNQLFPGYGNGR
# Tn7 DDE FP – inhibitors of Tn7 peptide binding to fibrin DD(E), primary screen, biochemical, fluorescence polarization, human fibrin, Tn7 probe; Fibrinogen beta chain (Homo sapiens), P02675; FP displacement of FITC-Tn7 peptide from fibrin DD(E); 0% = median of compound wells per plate; inhibition, % at 8.3 µM; hit rate 0.13% among 370,000; AID 720508, 2013;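 active = inhibition above the mean of compounds falling within the control limits plus 3 SD of them, cut at about 14% in these data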;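 also: 0% = plate median of compound wells and 100% = 10 µM Aha-Tn7 peptide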
#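 Assay system: Fibrin-DD(E) protein isolated from polymerized human fibrin clots; read-out basis: percent inhibition; medium: Tris/NaCl/CaCl2 buffer, pH 7.8; signal: FP measurement; incubation: 10 min plus 3 h, room temperature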
# HGIII-sPLA2 inh – human group III sPLA2 inhibitors, primary screen, biochemical, QFRET, BODIPY PC-A2 liposome substrate; AID 743126, 2013; inhibition, % at 12.2 µM; hit rate 0.56% among 370,000; Group 3 secretory phospholipase A2 (Homo sapiens), Q9NZ20; QFRET BODIPY PC-A2 liposome hydrolysis, fluorescence;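 active = inhibition above mean plus 3 SD of compounds lying within the high and low control bounds, cut at about 19% in these data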;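 also: 0% = median of test compound wells and 100% = no enzyme DMSO wells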
# NR1D1 modulator – modulators of Rev-erb alpha DNA binding, primary screen, biochemical, FITC-DNA, fluorescence polarization, uHTS | Nuclear receptor subfamily 1 group D member 1 (Homo sapiens), P20393 | Rev-erbα–FITC-DNA binding, 90 min | activity, % at 10 µM | hit rate 0.79% among 370,000;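 active = activity above about 14%, limit read from the data; passing the limit was not always enough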;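 also: 0% = DMSO wells with 35 nM protein and 100% = DMSO wells with 750 nM protein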
# Tn6 DDE FP – inhibitors of Tn6 peptide binding to fibrin DD(E), primary screen, biochemical, fluorescence polarization, human fibrin, Tn6 probe | Fibrin DD(E) TRITC-Tn6 fluorescence polarization displacement | inhibition, % at 8.3 µM | hit rate 0.21% among 370,000 | AID 720509, 2013;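 active = inhibition above a per-campaign cutoff: mean of compounds within control limits plus 3 SD, cut at about 15% in these data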;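 also: 0% = median of all compound wells on the plate and 100% = blocking peptide control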
# * marks the source's active call; other numbers are inactive results; . = no result given.
(1) COc1ccc(NC(=O)C2Cc3c(-c4cccc(C(N)=O)c4)ccnc3O2)cc1OC (configuration not stated)
(2) Cc1nn(Cc2ccccc2)c2c1C(c1cccnc1)C(C#N)=C(N)O2 (configuration not stated)
(3) CCOC(=O)c1c(NC(=O)COC(=O)CCOc2ccccc2C)sc(C(=O)NC)c1C
(4) O=C(CN1CCOCC1)Nc1ccc2c(c1)OC(F)(F)O2
(5) CC(C)(C)C(=O)Nc1ccc(Sc2ccc([N+](=O)[O-])cc2)cc1
(6) CCOC(=O)c1ccc(NC(=O)CSc2nnc(CNC(=O)c3c(F)cccc3Cl)o2)cc1
(7) N=c1occ(C(=O)c2cc(F)ccc2O)cc1C(=O)NC1CCCCC1
(8) Cc1cc(OCC(=O)NCc2ccncc2)ccc1Cl

Assay by compound,1,2,3,4,5,6,7,8
ASAP1 GAP inh,-18,4,-3,5,-1,-8,-4,16
PLCg1 inh,4,-2,-3,-1,9,1,-2,2
ARFGAP1 inhibitor,2,1,0,-1,-2,9,-2,-5
KLK7 zymogen act,0.3,0.1,-0.3,0.1,0.7,-0.2,0.0,-0.9
PLC-beta3 inh,7,-1,-5,-3,-2,3,-2,4
UHRF1 binding,0,-1,0,-2,0,1,-1,18
Tn7 DDE FP,-3,-8,0,1,3,-8,0,-5
HGIII-sPLA2 inh,2,-2,7,-2,4,-11,-34,0
NR1D1 modulator,2,-6,72*,3,-1,1,-1,-4
Tn6 DDE FP,4,-7,-5,-1,3,-1,10,-1

(9) O=C(Nc1nnc(-c2ccc(F)cc2)o1)c1ccco1
(10) Cc1c(NC(=O)c2cccc(S(=O)(=O)N(C)c3ccccc3)c2)c(=O)n(-c2ccccc2)n1C
(11) CCCCN(C)c1ccc([N+](=O)[O-])cc1
(12) Cc1cc(S(=O)(=O)NC2CCCC2)ccc1-n1cnnn1
(13) Cc1cc(C)c(NC(=S)N(CCCN2CCOCC2)Cc2cccnc2)c(C)c1
(14) CC(C)(Oc1ccc(Cl)cc1)C(=O)Nc1cccc(S(=O)(=O)NC2=NCCC2)c1
(15) C=CCN(C(=O)[C@@H](C)[C@@H](O)c1ccc2ccccc2c1)c1ccccc1
(16) COc1ccc(CCC(=O)N2c3ccccc3N=C(c3ccc(C(F)(F)F)cc3)C2C(=O)NC(C)C)cc1 (configuration not stated)

Assay by compound,9,10,11,12,13,14,15,16
ASAP1 GAP inh,-5,2,1,3,-8,-7,.,-8
PLCg1 inh,-2,-2,3,1,0,4,-3,-44
ARFGAP1 inhibitor,6,-5,1,0,-8,-3,.,15
KLK7 zymogen act,-0.1,0.4,0.1,1.0,0.0,0.1,-0.6,-3.0
PLC-beta3 inh,-6,-1,4,0,-2,4,-3,-75
UHRF1 binding,-3,8,-6,2,0,1,5,2
Tn7 DDE FP,-5,5,-2,6,0,2,-9,-2
HGIII-sPLA2 inh,1,1,0,1,0,-7,-7,11
NR1D1 modulator,-6,0,-1,5,-1,-1,0,3
Tn6 DDE FP,0,-3,8,-7,8,-3,5,-4

# Records listed above that bear a hit mark in NR1D1 modulator.
entry | Structure | ASAP1 GAP inh | PLCg1 inh | ARFGAP1 inhibitor | KLK7 zymogen act | PLC-beta3 inh | Tn7 DDE FP | HGIII-sPLA2 inh | NR1D1 modulator | Tn6 DDE FP
3 | CCOC(=O)c1c(NC(=O)COC(=O)CCOc2ccccc2C)sc(C(=O)NC)c1C | -3 | -3 | 0 | -0.3 | -5 | 0 | 7 | 72* | -5

# 4 of these compounds, set out differently.
# Values run as follows: ASAP1 GAP inh	PLCg1 inh	ARFGAP1 inhibitor	KLK7 zymogen act	PLC-beta3 inh	UHRF1 binding	Tn7 DDE FP	HGIII-sPLA2 inh	NR1D1 modulator	Tn6 DDE FP
13. Cc1cc(C)c(NC(=S)N(CCCN2CCOCC2)Cc2cccnc2)c(C)c1
  -8	0	-8	0.0	-2	0	0	0	-1	8
14. CC(C)(Oc1ccc(Cl)cc1)C(=O)Nc1cccc(S(=O)(=O)NC2=NCCC2)c1
  -7	4	-3	0.1	4	1	2	-7	-1	-3
15. C=CCN(C(=O)[C@@H](C)[C@@H](O)c1ccc2ccccc2c1)c1ccccc1
  .	-3	.	-0.6	-3	5	-9	-7	0	5
16. COc1ccc(CCC(=O)N2c3ccccc3N=C(c3ccc(C(F)(F)F)cc3)C2C(=O)NC(C)C)cc1 (configuration not stated)
  -8	-44	15	-3.0	-75	2	-2	11	3	-4

# Other entries:
(17) COc1ccc(S(=O)(=O)N2CC(O)CC2C(=O)OCC(=O)Nc2ccc(Cl)cn2)cc1 (configuration not stated)
(18) C=CCOC(=O)C1=C[C@H](c2csc3ccccc23)C[C@H](OCCCCO)O1
(19) COc1ccc(-c2noc(CN(Cc3nccn3C)C(C)C)n2)cc1
(20) COc1cccc2c(=S)c(CCC(C)=O)c(C)[nH]c12
(21) COc1ccc(Cl)cc1N1Cc2ccccc2C1

Assay by compound,17,18,19,20,21
ASAP1 GAP inh,-6,8,9,4,12
PLCg1 inh,-1,-13,0,-178,-7
ARFGAP1 inhibitor,1,11,10,-3,3
KLK7 zymogen act,0.0,0.9,0.1,21*,0.1
PLC-beta3 inh,1,-21,-5,-188,-9
UHRF1 binding,1,1,1,0,-4
Tn7 DDE FP,2,0,-4,-3,0
HGIII-sPLA2 inh,-3,-2,-1,3,0
NR1D1 modulator,9,2,0,1,0
Tn6 DDE FP,2,-7,3,-4,-4

# Source: PubChem BioAssay
